Assay outcomes from PubChem.
CF NFkB block = inhibitors of cystic fibrosis induced NF-kB; KKLEB NF-kB-GFP reporter, PAF-induced, GFP fluorescence overnight; inhibition, % at 5 µM; hit rate 0.86% among 360,000;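 active = at least 50% inhibition at 5 µM, scaled per plate between neutral and stimulator controls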;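 also: PAF is a Pseudomonas aeruginosa culture filtrate used as stimulus; plate controls were PAF-stimulated DMSO wells for no effect and unstimulated DMSO wells for full effect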
C8 TRAIL sens = caspase-8 TRAIL sensitization. NB7+C8 cells + TRAIL, ATPlite viability luminescence. inhibition (viability loss, TRAIL sensitization), % at 10 µM. hit rate 1% among 360,000;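 active = compounds causing at least 50% loss of cell viability in the single-dose screen, relative to plate controls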
TWEAK Fn14 block = TWEAK-Fn14 signaling inhibition; TWEAK-stimulated Fn14 reporter cells, luciferase luminescence, 8 h; inhibition, % at 10 µM; hit rate 2% among 360,000; AID 1159606; in the data active = inhibition above about 50%
TROY signal inh = blocks TROY-dependent signaling in reporter cells; Q293 LMP1-TROYcd NF-kB luciferase reporter, 4 h; inhibition, % at 10 µM; hit rate 0.98% among 360,000;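 active = compounds whose plate-normalised and pattern-corrected inhibition of the luciferase reporter signal at the single screening dose is 50% or more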
COUP-TFII inh = blocks human COUP-TFII nuclear receptor. HEK293T NGFI-A luciferase reporter, luminescence. inhibition, % at 8.6 µM. hit rate 0.7% among 370,000. AID 686940;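 active = inhibition above a per-plate cutoff, mean inhibition of test wells between control levels plus 3 SD, cut at about 38% in these data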;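 also: cells cotransfected with COUP-TFII expression vector driving the NGFI-A reporter; 0% = median of COUP-TF2 test wells and 100% = reporter-only cells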
LMP1 NFkB inh = reduces LMP1-driven NF-kappaB luciferase signal; LMP1-induced NF-kappaB luciferase reporter cells, luminescence; hit rate 0.69% among 350,000; inhibition, % at 12.5 µM; AID 504558; in the data active = inhibition above about 41%;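 also: 0% = neutral control wells and 100% = reference inhibitor control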
NCOA3 inh = inhibitors of human steroid receptor coactivator 3 (SRC3); Q9Y6Q9; HEK293 GAL4-SRC3 luciferase reporter, luminescence; inhibition, % at 3.6 µM; hit rate 0.17% among 360,000;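 active = inhibition above a per-campaign cutoff, the mean of all compounds plus 3 SD, cut at about 60% in these data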;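 also: 0% = DMSO-treated cells and 100% = gossypol-treated cells at 36 µM; higher means less SRC3-driven luciferase light from the GAL4 reporter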
Target sequence (Q9Y6Q9 whole entry, looked up, the tested form may be a part): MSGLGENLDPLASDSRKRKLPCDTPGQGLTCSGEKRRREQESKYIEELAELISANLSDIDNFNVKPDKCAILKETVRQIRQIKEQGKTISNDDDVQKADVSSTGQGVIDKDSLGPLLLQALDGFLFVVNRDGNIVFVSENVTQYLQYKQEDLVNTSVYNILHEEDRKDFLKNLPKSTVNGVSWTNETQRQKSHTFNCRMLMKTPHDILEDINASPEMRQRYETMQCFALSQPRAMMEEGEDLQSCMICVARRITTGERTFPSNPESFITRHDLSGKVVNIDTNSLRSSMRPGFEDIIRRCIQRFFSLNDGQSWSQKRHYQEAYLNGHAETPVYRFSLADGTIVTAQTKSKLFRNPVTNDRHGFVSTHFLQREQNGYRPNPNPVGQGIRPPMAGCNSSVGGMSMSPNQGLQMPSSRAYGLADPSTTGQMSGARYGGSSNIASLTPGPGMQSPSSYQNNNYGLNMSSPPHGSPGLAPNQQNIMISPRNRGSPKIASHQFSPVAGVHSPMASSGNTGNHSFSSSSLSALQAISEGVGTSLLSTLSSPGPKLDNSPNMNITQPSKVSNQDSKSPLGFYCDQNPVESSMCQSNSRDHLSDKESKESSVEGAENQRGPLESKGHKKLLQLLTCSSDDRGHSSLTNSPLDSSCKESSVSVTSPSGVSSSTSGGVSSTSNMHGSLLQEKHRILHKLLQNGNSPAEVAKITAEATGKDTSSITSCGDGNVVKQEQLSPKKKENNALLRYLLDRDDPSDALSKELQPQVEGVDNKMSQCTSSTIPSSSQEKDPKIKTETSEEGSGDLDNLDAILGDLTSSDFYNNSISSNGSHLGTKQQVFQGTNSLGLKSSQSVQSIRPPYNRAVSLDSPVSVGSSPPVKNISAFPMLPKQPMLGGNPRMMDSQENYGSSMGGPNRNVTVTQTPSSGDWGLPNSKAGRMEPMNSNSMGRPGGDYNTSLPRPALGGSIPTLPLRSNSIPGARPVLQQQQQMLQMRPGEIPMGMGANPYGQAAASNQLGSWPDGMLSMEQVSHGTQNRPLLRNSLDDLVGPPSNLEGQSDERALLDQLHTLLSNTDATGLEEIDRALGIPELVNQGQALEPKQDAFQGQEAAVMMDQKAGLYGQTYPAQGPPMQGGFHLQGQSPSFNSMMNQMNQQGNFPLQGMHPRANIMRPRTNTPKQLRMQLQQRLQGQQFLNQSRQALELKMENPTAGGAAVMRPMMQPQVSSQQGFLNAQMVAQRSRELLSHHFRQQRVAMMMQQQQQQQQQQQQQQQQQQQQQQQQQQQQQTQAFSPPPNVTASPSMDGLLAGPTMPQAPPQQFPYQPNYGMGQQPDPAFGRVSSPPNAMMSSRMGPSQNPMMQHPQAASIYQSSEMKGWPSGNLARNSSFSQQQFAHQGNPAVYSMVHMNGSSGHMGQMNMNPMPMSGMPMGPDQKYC
NR5A2 inv ag = inverse agonists of human LRH-1 (NR5A2) | AID 602396 | HEK293T StAR-luciferase reporter, LRH-1 transfected, 24 h | O00482 | inhibition, % at 3.6 µM | hit rate 0.13% among 360,000;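 active = inhibition above the mean inhibition of all tested compounds plus 3 SD, cut at about 73% in these data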;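 also: 0% = DMSO wells and 100% = reporter-only cells lacking LRH-1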
KKLEB cytotox = CF airway cell cytotoxicity counter-screen | hit rate 0.36% among 360,000 | AID 602141 | activity change (cytotoxicity), % at 5 µM | KKLEB CF airway cells viability, ATPlite luminescence, overnight; stronger effect = lower value; cells stimulated with P. aeruginosa culture filtrate;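 active = corrected activity change at or below -50% at 5 µM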
NCOA1 inh = human NCOA1 inhibition; Q15788; HEK293 GAL4-SRC1 luciferase reporter, luminescence; inhibition, % at 3.6 µM; hit rate 0.12% among 360,000; AID 588354;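 active = inhibition above the campaign mean plus 3 SD, with each screening campaign given its own cutoff, cut at about 60% in these data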;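 also: 0% = DMSO treated cells and 100% = gossypol at 36 µM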
NCOA2 inhibitor = inhibits human steroid receptor coactivator 2; HEK293 GAL4-SRC2 luciferase reporter, luminescence; Q15596; hit rate 0.17% among 370,000; inhibition, % at 9 µM;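 active = inhibition above the mean inhibition of all tested compounds plus 3 SD, set per campaign, cut at about 52% in these data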;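 also: 0% = DMSO treated cells and 100% = cells given Gossypol at 36 µM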
Numbers without * were called inactive; / = not tested or not shown.

The line under a structure holds: NCOA2 inhibitor	COUP-TFII inh	C8 TRAIL sens	LMP1 NFkB inh	NR5A2 inv ag	TROY signal inh	TWEAK Fn14 block	NCOA3 inh	CF NFkB block	KKLEB cytotox	NCOA1 inh
1	Cc1c(NC(=S)N/N=C/c2ccc(Br)cc2)c(=O)n(-c2ccccc2)n1C
→ 0	29	-39	0	-6	-1	15	24	2	-16	-3
2	OC[C@@H](O)C(O)[C@@H](O)CO (some centres undefined)
→ 6	-10	14	/	-12	2	9	1	-13	12	8
3	Cc1ccc(/C=N/NC(=O)C2CC(=O)N(c3ccccc3)C2)s1 (centres undefined)
→ 2	23	-20	-13	2	-28	10	-4	12	-10	-19
4	Cc1noc(C)c1COC(=O)CCc1nc2ccccc2s1
→ 0	-4	-17	-5	-10	-6	-6	6	-6	3	-2
5	Cc1nc(NC(=O)c2ccco2)sc1C(=O)O
→ -27	7	6	0	-21	36	59*	-10	7	-5	6
6	CC1CCN(S(=O)(=O)c2ccc(S(=O)(=O)NCc3ccccc3)cc2)CC1
→ -1	-17	-1	-2	-1	-24	9	23	-2	-3	-4
7	Cn1c(=O)c2c(n(C)c1=O)=NC1(CCCCC1)ON=2
→ 8	9	2	-8	-12	-20	-3	-11	-4	0	-7
8	Cc1ccc(-n2cc(CN(C)Cc3nccn3C)c(-c3ccc(F)cc3)n2)cc1
→ 8	31	6	7	22	-7	-5	-1	14	-18	-20
9	O=C(NC12CC3CC(CC(C3)C1)C2)c1cc(F)c(F)cc1Cl
→ -10	9	13	-3	8	-7	8	4	-14	13	-10
10	CN(CCc1ccccn1)C(=O)c1cc(COc2ccc(F)cc2F)on1
→ 15	23	-3	-7	-5	-24	6	-7	-16	10	-6
11	Cc1ccsc1/C=C1/SC(=O)N(CC(=O)N2CCCC2)C1=O
→ -49	10	0	-4	-13	-7	-10	-14	-9	-2	-4
12	COc1ccc(S(=O)(=O)NCc2csc(-c3cccnc3)n2)cc1
→ 14	-3	0	0	4	4	1	-2	-12	9	-1
13	Cc1cc(C)c(S(=O)(=O)NCc2ccc3c(c2)cc(C)n3C)c(C)c1
→ 0	15	1	-4	1	11	35	4	-2	-3	-2
14	Cc1ccc([N+](=O)[O-])cc1NC(=O)c1ccccc1
→ -11	7	-1	2	20	-8	-9	6	-24	3	-3
15	COc1ccccc1N=Nc1c(C)noc1C
→ 8	-9	-5	-2	7	-6	0	-1	-2	3	-17
16	Cc1cc(C(F)(F)F)c(C#N)c(SCC(=O)NC2CC2)n1
→ 2	-10	-7	13	-9	15	9	4	-14	-13	-7
17	Cc1nn(-c2ccccc2)c2sc(C(=O)N(CC(=O)NC(C)(C)C)Cc3ccco3)cc12
→ -22	-10	0	6	13	-28	26	0	-5	-3	-10
18	O=C(NCc1ccc(F)cc1)c1cc(-c2ccco2)on1
→ -34	0	-22	5	-20	-19	3	-42	14	9	-2
19	N#C/C(=C\c1ccccc1)C(=O)OCC(=O)N1CCCC1
→ -20	-10	-8	-5	-1	-19	3	4	-5	2	1
20	C[C@H]1CN([C@@H](C)CO)C(=O)c2cc(NC(=O)NC3CCCCC3)ccc2O[C@H]1CN(C)C(=O)Nc1ccc(C(F)(F)F)cc1
→ -7	-10	26	9	-22	-8	-40	6	-6	-19	-11
21	O=C(Cn1cncn1)N/N=C/c1cccc(Cl)c1
→ -12	-6	-9	-3	4	15	5	13	26	-13	-13
22	O=C(N=C1SC2CS(=O)(=O)CC2N1c1ccc(F)cc1F)C1CC1 (centres undefined)
→ 3	-19	-13	1	9	2	19	9	-4	9	4
23	O=C(O)c1cccc(N/N=C/c2cccc3ccccc23)c1
→ -56	-16	21	48*	-161	-56	-34	-150	-1	9	-116
24	COC(=O)C(C)(C)ONC(=O)Nc1ccccc1Br
→ 2	17	6	-7	0	-1	-3	-1	4	-12	-3
25	O=C1CSC(=Nc2ccc(Cl)cc2)N1Cc1ccco1
→ -13	11	1	3	-11	10	-12	17	-5	-7	-9
26	N/C(Cc1ccc([N+](=O)[O-])cc1)=N\OC(=O)Cc1ccccc1
→ 6	-10	-2	8	8	-7	-9	-22	6	-3	-5
27	O=C(NCCCSc1ccccc1)c1cc(Br)ccc1O
→ -4	-2	13	-4	-5	35	51*	-5	55*	-36	-4
28	CC(=O)c1ccc(NC(=S)NC(=O)c2c(Cl)c(C)nn2C)cc1
→ 8	-3	0	-2	1	-1	-20	8	-6	0	8
29	COc1cccc(C2C(C#N)=C(N)SC(c3ccccc3)C2[N+](=O)[O-])c1 (centres undefined)
→ 15	18	1	-7	9	7	11	15	-11	-3	9
30	COc1ccc(NC(=O)C(=O)NCCO)cc1Cl
→ -4	7	2	1	-11	-8	42	15	-2	-3	2

Three entries already listed, ordered by the value under NCOA2 inhibitor, high to low:
#	SMILES	NCOA2 inhibitor	COUP-TFII inh	LMP1 NFkB inh	NR5A2 inv ag	TWEAK Fn14 block	NCOA3 inh	CF NFkB block	NCOA1 inh
16	Cc1cc(C(F)(F)F)c(C#N)c(SCC(=O)NC2CC2)n1	2	-10	13	-9	9	4	-14	-7
30	COc1ccc(NC(=O)C(=O)NCCO)cc1Cl	-4	7	1	-11	42	15	-2	2
21	O=C(Cn1cncn1)N/N=C/c1cccc(Cl)c1	-12	-6	-3	4	5	13	26	-13

Next part:
The line under a structure holds: NCOA2 inhibitor	COUP-TFII inh	C8 TRAIL sens	LMP1 NFkB inh	NR5A2 inv ag	TROY signal inh	TWEAK Fn14 block	NCOA3 inh	CF NFkB block	KKLEB cytotox	NCOA1 inh
31	O=C(Cn1cnc2ccccc2c1=O)c1c[nH]c2ccccc12
→ 6	12	11	-5	-8	-1	-6	-32	-3	4	-20
32	CC(C)(C)OC(=O)[C@H](Cc1ccccc1)NC(=O)c1nc[nH]c1C(=O)N1CCN(c2ccccc2)CC1
→ -3	-7	9	-3	-1	-2	-17	-34	12	6	2
33	CCN(CC)S(=O)(=O)c1ccc2c(c1)nc(SCC(=O)NC1CC1)n2-c1ccccc1OC
→ -12	-5	-5	0	-3	/	61*	-11	8	7	-8
34	COC(=O)c1cc(C(=O)N2CCN(c3cccc(Cl)c3)CC2)cc([N+](=O)[O-])c1
→ 5	-29	-15	13	22	14	-1	16	38	-19	-73
35	CCCCCC(=O)Nc1nc(C)c(-c2csc(Nc3cc(Cl)ccc3OC)n2)s1
→ 1	-13	-21	1	11	-25	-19	-13	-7	2	2
36	COc1cc(OC)cc(-c2nnc(SCC(=O)N3CCCc4ccccc43)o2)c1
→ -17	-21	12	-6	-5	3	-4	1	18	2	-4
37	COc1ccc(N=C(C)C2=C(O)CSC2=O)cc1
→ -31	3	-7	-1	-15	-43	11	-8	22	2	-25
38	CC(C)CCN(Cc1ccco1)S(=O)(=O)c1ccc(-c2ccc(=O)[nH]n2)s1
→ 2	17	14	-15	-8	14	19	-27	31	-18	-2
39	COc1ccc2nc(SCCC(=O)O)cc(C)c2c1
→ 11	-9	4	-2	8	-14	-5	4	-25	-3	10
40	O=C(NCc1ccco1)c1ccccc1F
→ -12	-4	-33	-1	3	-21	-1	-12	4	-10	-23
41	N#CCCn1cc(CNC2CCC(O)CC2)c2ccccc21 (centres undefined)
→ 5	6	-14	-3	15	-5	-23	10	-1	5	-4
42	COCCNC(=S)N(c1ccccc1)C(C)C
→ 1	3	7	-3	11	15	22	20	4	-5	16
43	NC(=O)c1ccc(NS(=O)(=O)c2ccc(S(=O)(=O)N3CCCC3)cc2)cc1
→ -16	-3	4	-5	-2	-7	-3	-19	2	6	-3
44	CC1CN(C(=O)c2ccccc2C(=O)c2ncc[nH]2)CC(C)O1 (centres undefined)
→ -14	-10	-7	0	14	10	-9	5	5	6	2
45	CC(C)c1ccc(NC(=O)CSc2nc(=O)[nH]c3c2CCCC3)cc1
→ 8	7	-13	-7	54	6	16	12	48	-29	2
46	CCN(C(=O)COC(=O)c1cc([N+](=O)[O-])ccc1N1CCOCC1)C1CCCCC1
→ -14	22	-21	-2	-3	7	-11	2	-13	16	-1
47	COc1ccc(Br)cc1/C=C/C(=O)Nc1c(C)cccc1C
→ -28	20	3	16	-22	9	-14	3	-8	10	10
48	CCN(CC)c1ccc(/C=C2\C(=O)N(c3nnc(C)c(=O)[nH]3)N=C2C)cc1
→ -25	7	-6	7	34	-20	75*	19	-8	-3	-31
49	Cc1ccc(NC(=O)/C(=C/c2cccc([N+](=O)[O-])c2)NC(=O)C2CCCCC2)c(C)c1
→ -14	15	-7	-47	-7	4	-18	6	-10	-2	-7
50	CN(C)c1ccc(NC(=O)c2cc3c(=O)n4ccccc4nc3n2C)cc1
→ -27	-11	-6	11	-15	-26	3	-3	-16	6	-30
51	O=C(NCc1ccccc1)c1ccc(-c2ccccc2C(F)(F)F)o1
→ 18	-17	9	-6	3	-44	-22	-25	20	-11	-2
52	N#CC1=C(N)N(c2ccc(F)cc2)C2=C(C1c1ccc(O)cc1)S(=O)(=O)CC2 (centres undefined)
→ 10	-10	-9	0	5	-4	16	-2	8	-11	-8
53	COC(=O)c1cc(NC(=O)CN(C)C2CCS(=O)(=O)C2)cc(C(=O)OC)c1 (centres undefined)
→ 1	-4	13	13	14	-4	-75	17	-16	-2	6
54	CCOc1ccc(OCC)c(NC(=O)CNS(=O)(=O)c2cccs2)c1
→ 13	16	-8	-6	13	11	-16	19	5	-9	-17
55	COc1nc(OC)nc(N2CCC(C(=O)NC3CCCCCC3)CC2)n1
→ 0	8	3	4	8	5	8	11	-4	-1	-8
56	Cc1ccc2c(c1)C=CC(C)(C)S2(=O)=O
→ 15	-20	-3	-19	-3	-3	5	8	4	1	-27
57	CN(c1ccccc1)S(=O)(=O)c1cccc(NC(=O)c2nn(C)c(=O)c3ccccc23)c1
→ -1	-31	35	1	13	32	17	0	-37	8	0
58	COc1ccc(-c2cn[nH]c2-c2ccc(OCC(=O)NN)cc2O)cc1
→ 32	15	-6	10	8	42	54*	28	29	-8	6

Single entries from the list.
Value for #53 in NCOA3 inh: 17
Value for #35 in COUP-TFII inh: -13
